# Bioassay records as filed in PubChem BioAssay.
# Hck Nef HTS – inhibitors of human Hck kinase activated by Nef. inhibition, % at 20 µM. P08631. Recombinant Hck-YEEI plus Nef, Z-Lyte FRET kinase assay. hit rate 0.68% among 220,000;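 active = Hck-Nef kinase inhibition above about 50%, limit read from the data; inactive = inhibition below that limit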;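 also: 0% = DMSO with Hck plus Nef and 100% = Hck alone without Nef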
# KCC2 mod – modulators of human KCC2 chloride dependent transport. KCC2 cells, thallium flux FluoZin-2 fluorescence. B-score of Tl+ flux slope (higher = more flux/activation; lower = inhibition) at 10 µM. Q9H2X9. hit rate 2.2% among 190,000;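 active = thallium flux slope and its plate-corrected score both differing from the plate sample mean at a set confidence after two filtering rounds, in either direction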;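 also: slope of fluorescence scaled to starting intensity during 10 to 20 s after thallium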
# Target sequence (Q9H2X9 whole entry, looked up): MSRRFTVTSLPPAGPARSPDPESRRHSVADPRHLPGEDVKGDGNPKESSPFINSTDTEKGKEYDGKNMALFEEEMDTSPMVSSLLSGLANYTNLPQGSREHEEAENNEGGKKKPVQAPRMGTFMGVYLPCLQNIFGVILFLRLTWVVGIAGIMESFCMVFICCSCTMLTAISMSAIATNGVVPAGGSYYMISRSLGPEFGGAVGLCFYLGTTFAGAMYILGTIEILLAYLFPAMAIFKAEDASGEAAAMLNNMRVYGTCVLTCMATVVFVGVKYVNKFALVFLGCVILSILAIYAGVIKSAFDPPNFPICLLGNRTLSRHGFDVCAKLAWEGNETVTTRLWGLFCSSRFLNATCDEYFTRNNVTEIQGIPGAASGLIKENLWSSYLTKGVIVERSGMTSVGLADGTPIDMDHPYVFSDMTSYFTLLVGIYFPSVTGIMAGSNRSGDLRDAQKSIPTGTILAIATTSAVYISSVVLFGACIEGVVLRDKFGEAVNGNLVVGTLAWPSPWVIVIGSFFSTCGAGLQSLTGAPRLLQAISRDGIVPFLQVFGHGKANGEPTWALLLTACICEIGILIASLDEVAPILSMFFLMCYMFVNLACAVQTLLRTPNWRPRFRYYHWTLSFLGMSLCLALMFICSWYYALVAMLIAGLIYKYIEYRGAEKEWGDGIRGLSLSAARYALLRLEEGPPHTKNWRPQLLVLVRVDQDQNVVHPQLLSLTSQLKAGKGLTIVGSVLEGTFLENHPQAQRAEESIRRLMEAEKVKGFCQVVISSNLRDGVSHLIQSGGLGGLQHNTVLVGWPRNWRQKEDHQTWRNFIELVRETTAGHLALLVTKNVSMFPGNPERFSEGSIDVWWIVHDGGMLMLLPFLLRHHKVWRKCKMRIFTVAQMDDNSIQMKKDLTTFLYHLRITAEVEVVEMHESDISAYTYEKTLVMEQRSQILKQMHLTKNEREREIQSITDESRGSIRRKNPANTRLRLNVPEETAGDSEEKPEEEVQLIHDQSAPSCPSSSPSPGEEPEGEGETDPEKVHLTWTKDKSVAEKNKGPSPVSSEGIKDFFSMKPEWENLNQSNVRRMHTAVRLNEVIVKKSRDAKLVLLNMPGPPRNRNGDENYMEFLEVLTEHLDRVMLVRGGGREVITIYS
# TNF death inh – TNF-alpha cell death inhibition in Jurkat FADD-/- cells; Jurkat FADD-/- TNF necroptosis rescue, ATP luminescence, 24 h; 0 = TNF only, 100 = no-TNF cells; hit rate 0.068% among 220,000; AID 463075; activation (protection from cell death), % at 10 µM;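 active = activation, meaning protection from cell death, of at least 50% relative to plate controls; inactive = activation below 50%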;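 also: necroptosis triggered by 40 ng/mL TNF-alpha added together with compound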
# Rad51 HR inh – Rad51 (human) homologous recombination inhibition. AID 1385. hRad51 DNA strand exchange, fluorescence dequenching. hit rate 0.085% among 200,000. Q06609. inhibition, % at 10 µM;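 active = inhibition above 40% at the single screening dose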;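 also: 0% = DMSO control wells and 100% = blanks with heterologous ssDNA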
#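 Material: Human Rad51 nucleoprotein filaments preassembled on unlabelled ssDNA | Also added: Labelled 47-mer dsDNA for strand exchange | Dosing: Single dose, 10 µM final compound | Schedule: 30-min compound preincubation and 15-min exchange, both room temperature | Technique: Fluorescence dequenching at 485/520 nm | Measure: Percent inhibition relative to plate controls and blanks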
# FXIa inh 1536 – inhibitors of human coagulation factor XIa; P03951; purified FXIa, Boc-Glu-Ala-Arg-AMC fluorogenic substrate; inhibition, % at 5 µM; hit rate 0.14% among 220,000; AID 798;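 active = inhibition of at least 40%; inactive = inhibition below 40%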;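 also: fluorescence of freed AMC excited at 355 nm; 0% = enzyme without compound and 100% = no enzyme blank; many of its hits are not listed in these tables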
# FXIIa inh – inhibitors of human coagulation factor XIIa; P00748; purified FXIIa, Boc-QGR-AMC fluorogenic substrate, 2 h; inhibition, % at 5 µM; hit rate 0.3% among 220,000; in the data active = inhibition above about 40%;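 also: 0% = enzyme with no compound and 100% = blank without enzyme; many of its hits are not listed in these tables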
# Thrombin inh – thrombin (human) inhibition; inhibition, % at 5 µM; alpha-thrombin, Boc-VPR-AMC fluorogenic substrate cleavage; hit rate 0.26% among 220,000; P00734;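 active = inhibition at or above 40%; inactive = inhibition below 40%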;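 also: 0% = enzyme with no compound and 100% = wells without enzyme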
#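 System – human alpha-thrombin protein · Reagent – Boc-VPR-AMC substrate, 15 µM final · Compound – 5 µM single dose in 0.2% DMSO · Schedule – reaction at room temperature · Technique – AMC fluorescence at 355 nm excitation and 460 nm emission · Read-out basis – % inhibition relative to enzyme controls and enzyme-free blanks · Control set – no-compound enzyme wells and no-enzyme blanks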
# zVAD death inh – L929 zVAD cell death inhibition; L929 zVAD necroptosis rescue, ATP luminescence, 24 h; with zVAD 60 µM; viability rescue, % at 10 µM; hit rate 0.38% among 220,000;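 active = activation, scaled between plate controls, above about 75%, limit read from the data; inactive = activation under that limit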;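 also: 0% = zVAD with DMSO and 100% = DMSO alone without zVAD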
# KLK5 inh – inhibitors of human kallikrein 5; Q9Y337; recombinant hK5, fluorogenic AMC substrate cleavage; inhibition, % at 5 µM; hit rate 0.59% among 210,000; AID 873;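 active = inhibition of 40% or more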;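 also: 0% = enzyme controls without compound and 100% = no-enzyme blanks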
# Starred values were filed as active, the others as inactive; x = no result given. The list is partial, so the mix of outcomes need not match the whole.
SMILES,Hck Nef HTS,KCC2 mod,TNF death inh,Rad51 HR inh,FXIa inh 1536,FXIIa inh,Thrombin inh,zVAD death inh,KLK5 inh
COc1cccc(N2C(=O)C3ON(c4ccccc4)C(c4cccs4)C3C2=O)c1 (stereo unspecified),2,x,1.0,-14,7,13,-3,0.3,-11
COCCNC(=O)c1cc(-c2ccccc2OC)on1,19,0.47,-6.3,-2,-2,8,-6,3.2,-17
O=C(CN1CCN(c2ccccn2)CC1)Nc1cccc(C(F)(F)F)c1,-1,-0.037,0.8,4,6,12,3,1.9,-4
CC1(C)Cc2ccccc2-c2nnc(SCC(=O)N3CCN(c4ccccc4)CC3)n21,3,x,-6.4,6,4,7,-1,0.5,-13
O=C(NCc1ccncc1)C(=O)NCc1ccco1,18,0.36,0.5,-2,-1,3,-7,6.9,-1
O=c1cc(-c2ccccc2)c2cc(Cl)c(O)c(CN3CCOCC3)c2o1,-24,-0.54,1.3,7,3,7,2,0.1,4
Cc1cc(C)c(S(=O)(=O)N(C)CC(=O)NC2CCCC2)c(C)c1,-20,-0.025,-2.4,7,-5,5,-4,-1.6,-4
Cc1cc(C(=O)OCC(=O)Nc2nccs2)c2ccccc2n1,11,-0.12,1.4,-5,11,9,2,2.0,5
CCOc1ccc(NC(=O)c2nsc(Cl)c2Cl)cc1,16,0.54,0.2,6,1,2,-8,1.2,-2
CC(C(=O)N=c1sc2ccccc2n1C)N1C(=O)C2CC=CCC2C1=O (stereo unspecified),0,x,-2.2,4,-5,5,-7,-0.2,-1
NC(=O)C1(c2ccccc2)CCCN1C(=O)c1ccc(Br)cc1 (stereo unspecified),29,0.71,0.7,-4,-1,-8,-6,1.7,-8
Cc1cc(C)n2nc(Cc3ccccc3)nc2n1,-9,-0.53,1.2,x,-3,-4,9,0.2,-18
CCOCCc1nnc(NC(=O)Cc2ccccc2)s1,0,0.17,-0.9,-8,2,8,5,-0.1,-1
Cc1c2cnn(CC(=O)N3CCN(c4ncccn4)CC3)c(=O)c2c(C)n1Cc1ccc(F)cc1,1,-0.03,-1.5,-10,2,12,-6,0.1,-2
Cc1cc(NS(=O)(=O)N(C)C)ccc1C(C)C,0,x,1.4,-3,-4,3,-5,1.0,0
Cc1cccc(N(CC(=O)Nc2c(C)n(C)n(-c3ccccc3)c2=O)S(C)(=O)=O)c1,1,0.34,-0.5,-9,1,16,5,0.1,-5
COc1ccc(NC(=O)C(F)(OC)C(F)(F)F)c(OC)c1 (stereo unspecified),0,x,-1.3,1,12,15,2,0.3,-16
O=C(CNCc1ccccc1Cl)Nc1ccc2c(c1)OCCO2,4,-1.5,4.3,18,-5,11,2,0.3,-8
O=C(NCc1ccco1)c1cccc(NS(=O)(=O)c2cccc(F)c2)c1,5,0.13,3.2,3,4,5,-8,1.6,-18
CCC(C)NC(=O)NCc1ccccc1F (stereo unspecified),-9,0.95,5.5,1,-5,x,-10,3.3,-2
CC(=O)c1c(C)[nH]c(C(=O)NCc2ccco2)c1C,22,1.5,-1.8,5,-1,4,2,2.0,0
C=CCNC1=C(Cl)C(=O)c2ccccc2C1=O,3,-0.7,-0.4,x,8,14,1,1.7,-5
C=CCCOc1ccccc1C(N)=O,20,-0.2,5.7,14,3,9,-1,1.9,-1
CCCCc1ccc(NC(=O)C(=O)NCCN2CCN(Cc3ccc([N+](=O)[O-])cc3)CC2)cc1,6,1.4,-3.6,x,-3,2,-2,0.6,x
Cc1ccccc1NC(=O)N1CCN(c2ncccn2)CC1,16,0.33,-0.4,-5,6,21,5,0.0,18
CC(=O)c1ccc(NC(=O)C2CCCN2S(=O)(=O)c2ccc(C)cc2)cc1 (stereo unspecified),0,0.15,1.9,4,4,12,-2,1.3,19
N#Cc1nc(COc2ccccc2)oc1N1CCCCCC1,1,-0.72,0.8,-5,1,13,-2,-0.2,-14
Cc1ccccc1NC(=O)CSc1nnc(-c2ccco2)c(-c2ccco2)n1,0,-0.58,-2.4,1,4,-4,-23,0.0,-7
O=C(NC(=S)Nc1ccc(S(=O)(=O)Nc2nccs2)cc1)c1ccccc1,-3,-0.46,1.5,-6,-12,-2,-6,0.6,-3
COc1ccc(NC(=O)c2cc(-c3cccnc3)nc3c(C)c(C)ccc23)c(OC)c1,27,x,-16,-7,-1,11,2,0.1,-2
CCC(=O)NC(Nc1nc2ccc(C)cc2s1)(C(=O)OC)C(F)(F)F (stereo unspecified),2,x,-0.1,x,5,5,-3,-0.1,-5
COc1ccc(CS(=O)(=O)/C(Cl)=C(/Cl)C(=O)Nc2ccc(OC)nc2)cc1,-2,0.86,-1.6,4,7,19,-1,0.8,-3
CC(C)C(=O)N1CCN(c2ccc(NC(=O)c3cccs3)cc2)CC1,14,-0.67,3.1,5,8,18,6,-0.3,-5
O=C(COC(=O)c1cc(-c2ccc(Cl)s2)nc2ccccc12)NCc1ccco1,7,0.011,-4.7,1,-4,2,-6,0.5,-14
COc1ccc(C(=O)COC(=O)C(CCSC)NS(=O)(=O)c2ccc(Cl)cc2)cc1 (stereo unspecified),1,-0.83,1.2,2,9,16,1,0.5,-9
CCOC(=O)c1c(C)oc2c(F)c(F)c(F)c(F)c2c1=O,1,-1.8,-19,9,19,13,1,20,2
Oc1ccc(Cl)cc1C1=NNC(c2ccc(Cl)cc2)C1 (stereo unspecified),4,3.2,-2.6,1,1,4,-6,0.3,-9
O=C(c1cc2ccccc2oc1=O)N(Cc1ccco1)C1CCS(=O)(=O)C1 (stereo unspecified),-1,-4.7*,-2.6,-8,19,30,3,0.5,-15
O=C(CCN1C(=O)COc2ccccc21)NCCCN1CCN(c2ccccc2F)CC1,1,1.4,-1.8,1,5,7,-8,0.0,0
COCc1[nH][nH]c(=O)c1/C=N/N1CCOCC1,-8,-0.61,0.8,8,-7,-2,-13,1.2,-9
O=C(Cn1cc(C(=O)C2CC2)c2ccccc21)NC1CCCC1,1,0.4,0.4,-2,-7,3,-4,0.1,0
C=CCN(c1ccccc1C(=O)NCC(=O)O)S(=O)(=O)c1ccc(C)cc1,30,x,0.0,13,3,9,-3,0.3,-1
Nc1ccccc1SCc1ccccc1Cl,4,0.63,-1.1,-9,-5,-2,-11,0.9,-8
COC(=O)COc1ccc(S(=O)(=O)Nc2cc(OC)ccc2OC)cc1,0,-0.69,-0.9,4,6,13,-1,0.1,-10
CC(C)(C)NC(=O)CN(Cc1cccs1)C(=O)CCN1CCc2ccccc21,31,-0.074,-0.6,25,-4,3,-1,-0.8,-9
CCOC(=O)C(CCSC)NC(=O)CN (stereo unspecified),2,0.56,0.2,2,3,10,-5,3.7,-2
O=C(NNc1cccc(Cl)c1)c1cccnc1Oc1ccccc1,8,-0.34,2.3,23,-5,4,-1,-0.5,-2
COc1c(C)cccc1C(=O)NC(=S)Nc1ccc2c(c1)Cc1ccccc1-2,-1,0.97,-0.5,x,-4,5,-4,0.7,-7
O=C(N/C(=C\c1ccccc1)C(=O)N1CCCCCC1)c1ccccc1,23,0.22,-0.4,-1,5,8,-6,3.8,0
O=c1cc(O)nc(-c2ccc(Cl)cc2)s1,6,3.7,-0.2,-27,-2,3,4,1.3,-9
CCCn1c(-c2ccncc2)n[nH]c1=S,13,x,0.9,12,-6,3,-12,4.2,-6
CCOc1cc(C2CC(=O)NC(SCC)=C2C#N)ccc1O (stereo unspecified),1,0.71,0.1,-2,-9,-2,-8,-0.2,-21
Cc1cc2nc(C(F)(F)F)cc(-c3cccs3)n2n1,1,0.63,-0.5,-3,-3,3,-5,2.5,14
O=C1[C@@H]2C(c3cccnc3)=NO[C@@H]2C(=O)N1c1ccc(Cl)cc1Cl,-7,0.97,2.1,-42,10,6,0,0.5,6
CCC(=O)c1ccccc1OCCCn1cncn1,-22,0.11,-1.4,6,-5,4,-1,-0.6,-2
Cc1c(O)cc2c(c1O)C(=O)CC(c1ccc(O)cc1)O2 (stereo unspecified),34,0.11,0.8,2,4,9,0,0.0,-10
Cc1ccc(NC(=O)C2C3C=CC4(CN(Cc5cccnc5)C(=O)C24)O3)cc1 (stereo unspecified),-1,0.19,3.1,-2,-1,8,-4,3.4,2
COc1ccc(C(=O)NNC(=O)c2ccc(C)cc2)cc1S(=O)(=O)N1CCCC1,16,0.67,-0.3,8,0,9,0,1.4,-2
O=C(CN1C(=O)C2C3C=CC(C4CC34)C2C1=O)OCC(=O)c1ccccc1 (stereo unspecified),-3,0.31,2.3,-6,7,12,-1,0.6,-14
O=c1c2sccc2n(Cc2ccc(F)cc2)c(=O)n1-c1ccc(F)cc1,4,0.56,7.8,2,-4,-1,-10,0.1,-9
Cc1nc(NCc2ccccc2)c2cc[nH]c2n1,29,-0.37,-0.6,x,-1,2,1,-0.8,-2

# In the list so far, these have fluorine:
SMILES,Hck Nef HTS,KCC2 mod,TNF death inh,Rad51 HR inh,FXIa inh 1536,FXIIa inh,Thrombin inh,zVAD death inh,KLK5 inh
O=C(CN1CCN(c2ccccn2)CC1)Nc1cccc(C(F)(F)F)c1,-1,-0.037,0.8,4,6,12,3,1.9,-4
Cc1c2cnn(CC(=O)N3CCN(c4ncccn4)CC3)c(=O)c2c(C)n1Cc1ccc(F)cc1,1,-0.03,-1.5,-10,2,12,-6,0.1,-2
COc1ccc(NC(=O)C(F)(OC)C(F)(F)F)c(OC)c1 (stereo unspecified),0,x,-1.3,1,12,15,2,0.3,-16
O=C(NCc1ccco1)c1cccc(NS(=O)(=O)c2cccc(F)c2)c1,5,0.13,3.2,3,4,5,-8,1.6,-18
CCC(C)NC(=O)NCc1ccccc1F (stereo unspecified),-9,0.95,5.5,1,-5,x,-10,3.3,-2
CCC(=O)NC(Nc1nc2ccc(C)cc2s1)(C(=O)OC)C(F)(F)F (stereo unspecified),2,x,-0.1,x,5,5,-3,-0.1,-5
CCOC(=O)c1c(C)oc2c(F)c(F)c(F)c(F)c2c1=O,1,-1.8,-19,9,19,13,1,20,2
O=C(CCN1C(=O)COc2ccccc21)NCCCN1CCN(c2ccccc2F)CC1,1,1.4,-1.8,1,5,7,-8,0.0,0
Cc1cc2nc(C(F)(F)F)cc(-c3cccs3)n2n1,1,0.63,-0.5,-3,-3,3,-5,2.5,14
O=c1c2sccc2n(Cc2ccc(F)cc2)c(=O)n1-c1ccc(F)cc1,4,0.56,7.8,2,-4,-1,-10,0.1,-9
